Screening results as filed in PubChem BioAssay.
ASAP1 GAP inh – blocks human ASAP1-stimulated Arf1 GTP hydrolysis | Q9ULH1 | GDP FP detection | inhibition, % at 16.5 µM | 0.19% of 360,000 active | AID 624377; in the data active = inhibition above about 25%;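 also: 0% = vehicle with enzyme and substrate and 100% = no enzyme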
NPR2 activator – GC-B (human) receptor activation. P20594. HEK293-GC-B cells, CNP EC30, cGMP TR-FRET; 0% at EC30 CNP, 100% saturating CNP. activation, % at 10 µM. 0.11% of 370,000 active. AID 1920062;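 active = activation at 10 µM reaching about 35% in either raw or pattern-adjusted values, limit read from the data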
HGIII-sPLA2 inh – Inhibits HGIII-sPLA2 liposome hydrolysis, primary screen. Q9NZ20. QFRET BODIPY PC-A2 liposome hydrolysis, fluorescence. inhibition, % at 12.2 µM. 0.56% of 370,000 active. AID 743126;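 active = inhibition above mean plus 3 SD of compounds lying within the high and low control bounds, cut at about 19% in these data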;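 also: 0% = median of test compound wells and 100% = no enzyme DMSO wells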
Target sequence (Q9NZ20 whole entry, looked up): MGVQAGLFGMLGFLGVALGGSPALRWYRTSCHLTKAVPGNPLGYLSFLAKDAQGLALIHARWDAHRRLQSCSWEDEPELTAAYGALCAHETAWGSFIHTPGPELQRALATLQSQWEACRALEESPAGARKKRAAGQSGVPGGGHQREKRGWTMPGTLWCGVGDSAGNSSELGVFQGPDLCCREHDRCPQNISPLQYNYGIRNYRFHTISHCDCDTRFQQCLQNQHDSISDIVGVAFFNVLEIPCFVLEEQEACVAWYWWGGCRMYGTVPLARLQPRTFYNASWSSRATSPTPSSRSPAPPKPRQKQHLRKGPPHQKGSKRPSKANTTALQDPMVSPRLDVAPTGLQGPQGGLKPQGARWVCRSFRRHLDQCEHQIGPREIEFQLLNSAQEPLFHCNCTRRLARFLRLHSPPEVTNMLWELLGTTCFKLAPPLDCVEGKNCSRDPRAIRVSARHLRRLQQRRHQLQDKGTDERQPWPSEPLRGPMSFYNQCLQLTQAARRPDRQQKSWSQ
ARFGAP1 inhibitor – inhibitors of rat ARFGAP1; Q62848; inhibition, % at 16.5 µM; Arfgap1-stimulated ARF1 GTP hydrolysis, GDP FP detection; 0.26% of 360,000 active;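 active = inhibition above a per-plate limit, mean inhibition of low control wells plus 3 SD, cut at about 25% in these data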;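 also: 0% = DMSO wells with enzyme and 100% = wells lacking Arfgap1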
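Material – truncated rat Arfgap1 GAP domain · Buffer or medium – HEPES-based buffer, pH 7.5 · Reagent – human ARF1(Δ1-17)-GTP substrate · Dosing – 16.5 µM single point, 1.26% DMSO · Schedule – GTP hydrolysis reaction 2 h at 25 °C · Technique – GDP detection by fluorescence polarization · Benchmarks – No-Arfgap1 wells (100%) versus DMSO full-reaction wells (0%) · Repeats – single replicate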
GAA850 FXN act – increases GAA850 frataxin promoter reporter activity | HEK293 lucGAA850 FXN promoter luciferase reporter, 24 h; percent of 10 µM SAHA response | activation, % at 6 µM | 0.56% of 360,000 active | AID 540364;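 active = activation above the average of all compounds screened plus 3 SD, cutoff fixed separately per campaign, cut at about 7.5% in these data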;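 also: 0% = DMSO wells and 100% = 10 µM SAHA wells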
DDE Tn6 FP inh – DD(E)-Tn6 binding inhibition, primary FP screen. P02675. 0.21% of 370,000 active. inhibition, % at 8.3 µM. AID 720509. Fibrin DD(E) TRITC-Tn6 fluorescence polarization displacement;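 active = inhibition above a per-campaign cutoff: mean of compounds within control limits plus 3 SD, cut at about 15% in these data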;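 also: 0% = median of all compound wells on the plate and 100% = blocking peptide control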
Target sequence (P02675 whole entry, looked up): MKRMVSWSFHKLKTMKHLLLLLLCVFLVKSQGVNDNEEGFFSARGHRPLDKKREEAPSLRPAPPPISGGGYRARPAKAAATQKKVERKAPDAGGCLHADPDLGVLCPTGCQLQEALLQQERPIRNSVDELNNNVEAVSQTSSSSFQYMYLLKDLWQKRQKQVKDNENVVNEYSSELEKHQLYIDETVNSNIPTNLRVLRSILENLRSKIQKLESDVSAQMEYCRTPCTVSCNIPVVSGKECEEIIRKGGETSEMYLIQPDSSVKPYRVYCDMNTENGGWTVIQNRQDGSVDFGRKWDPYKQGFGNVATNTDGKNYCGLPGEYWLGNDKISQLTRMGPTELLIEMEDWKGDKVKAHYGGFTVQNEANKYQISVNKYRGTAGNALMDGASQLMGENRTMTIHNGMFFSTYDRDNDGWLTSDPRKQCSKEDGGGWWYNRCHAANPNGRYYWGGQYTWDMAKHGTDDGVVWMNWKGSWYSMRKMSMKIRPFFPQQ
GC-A act – GC-A (human) enzyme activation | P16066 | AID 1671463 | 0.14% of 370,000 active | activation, % at 10 µM | HEK293 GC-A cells, cGMP TR-FRET, EC30 ANP; 0% at EC30 ANP, 100% saturating ANP; in the data active = activation above about 40%
ADAM10 inh – ADAM10 inhibition, QFRET primary screen; AID 720582; recombinant ADAM10, EDANS/DABCYL FRET peptide cleavage, 3 h; inhibition, % at 7 µM; 0.62% of 370,000 active; O14672;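 active = inhibition above a per-campaign cutoff equal to the mean of compounds falling between control-based bounds plus 3 SD, cut at about 20% in these data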;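 also: 0% = DMSO wells while the 100% control is not disclosed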
rCAG RNA binder – molecules binding r(CAG) RNA repeats | r(CAG) RNA repeat, TO-PRO-1 dye displacement fluorescence | inhibition, % at 3 µM | 1.3% of 370,000 active | AID 651821;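 active = inhibition above the plate cutoff, the mean of all test compounds on that plate plus 3 SD, cut at about 35% in these data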;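 also: 0% = DMSO alone and 100% = 100 µM mitoxantrone as full dye displacement; higher means more dye released from RNA so lower well fluorescence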
proKLK7 act – activates the human kallikrein-7 zymogen; purified proKLK7, EDANS-DABCYL substrate fluorescence; 100% is mature enzyme control, 0% vehicle; AID 652039; P49862; activation, % at 7 µM; 0.9% of 370,000 active;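 active = activation above the mean of all tested compounds plus 3 SD, computed per campaign excluding outliers beyond control limits, cut at about 13% in these data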
An asterisk follows results filed as active; i = inactive; . = not tested or not shown.

Structure	ASAP1 GAP inh	NPR2 activator	HGIII-sPLA2 inh	ARFGAP1 inhibitor	GAA850 FXN act	DDE Tn6 FP inh	GC-A act	ADAM10 inh	rCAG RNA binder	proKLK7 act
CCC(=O)N1CCCC(C)(C(=O)Nc2ccc3oc(CC)nc3c2)C1 (stereo not given)	-3	5	-2	8	0.9	1	0	1	2	0.4
Cc1ccc(C)c(N2CCN(C(=O)c3ccc4c(=O)n5c(nc4c3)CCCCC5)CC2)c1	2	7	-6	6	1.0	1	3	-4	4	0.3
S=C(NCCCN1CCOCC1)NC1CCCC1	1	3	9	3	2.0	-3	0	-12	-2	0.5
COCCNC(=O)Cn1cnc2c1c(=O)n(C)c(=O)n2C	2	5	5	-12	-0.2	-2	1	9	-2	0.8
CC1CCC2(CC1)CCC2NCc1ccc(Cl)cc1 (stereo not given)	.	-1	1	.	.	4	-6	-6	.	.
O=C(Nc1cccc(Cl)c1)OCc1cn(-c2ccccc2)nn1	-1	-7	-11	-10	-0.7	4	-5	2	-2	-0.4
COc1ccc(S(=O)(=O)N2CCc3ccccc32)cc1C(=O)N1CCC(C)CC1	5	-4	-6	0	-2.3	5	-1	-22	2	-1.9
COc1ccc(N2CC(C(=O)N3CCOCC3)CC2=O)cc1 (stereo not given)	1	0	0	7	1.6	3	-1	-1	-1	-0.7
COc1ccc(NC(=S)N2CCN(Cc3cccc(F)c3)CC2)c(OC)c1	2	-1	9	-1	-1.5	3	3	-7	-3	0.4
CC(C)c1ccc(NC(=O)CN2C(=O)NC(C)(C3CC3)C2=O)cc1 (stereo not given)	4	-3	8	-6	-0.1	4	-1	-17	3	-0.4
O=C(NC1CCCC1)C1C(c2ccc(C(F)(F)F)cc2)=Nc2ccccc2N1C(=O)c1cccc(C(F)(F)F)c1 (stereo not given)	-2	5	-1	-4	.	11	-1	-10	5	0.7
Cc1ccc2cc(C(c3nnnn3C3CCCC3)N3CCOCC3)c(=O)[nH]c2c1C (stereo not given)	-4	0	5	-6	2.5	5	3	-10	0	0.3
CCOC(=O)c1c(NC(=O)Cn2nc([N+](=O)[O-])c(Br)c2C)sc2c1CCC(C)C2 (stereo not given)	21	-7	-5	-1	-2.3	-2	-17	-1	1	0.5
O=C(NCc1ccc2c(c1)OCO2)C1CC(=O)N(CCc2ccccc2)C1 (stereo not given)	4	-3	10	1	-0.4	-6	-7	-8	3	0.0
COc1ccccc1N1CCN(C(C)C(=O)N2CC(C)OC(C)C2)CC1 (stereo not given)	5	2	-1	-5	-0.1	3	1	-9	-3	0.1

3 compounds already listed, ordered by the value under ADAM10 inh, high to low:
Compound	ASAP1 GAP inh	NPR2 activator	HGIII-sPLA2 inh	ARFGAP1 inhibitor	DDE Tn6 FP inh	GC-A act	ADAM10 inh	proKLK7 act
CCC(=O)N1CCCC(C)(C(=O)Nc2ccc3oc(CC)nc3c2)C1 (stereo not given)	-3	5	-2	8	1	0	1	0.4
COc1ccc(N2CC(C(=O)N3CCOCC3)CC2=O)cc1 (stereo not given)	1	0	0	7	3	-1	-1	-0.7
CC(C)c1ccc(NC(=O)CN2C(=O)NC(C)(C3CC3)C2=O)cc1 (stereo not given)	4	-3	8	-6	4	-1	-17	-0.4

(continued)
Structure	ASAP1 GAP inh	NPR2 activator	HGIII-sPLA2 inh	ARFGAP1 inhibitor	GAA850 FXN act	DDE Tn6 FP inh	GC-A act	ADAM10 inh	rCAG RNA binder	proKLK7 act
CC12COC3(C(=O)Nc4ccc(Cl)cn4)CC1CCC32C (stereo not given)	-6	1	1	0	1.7	-2	-1	-8	-5	0.0
COCCN1C(=O)N[C@@H](c2cccc(C(F)(F)F)c2)[C@H](C(C)=O)[C@H]1C	-4	2	-2	-4	0.8	1	2	2	-4	0.6
COc1nnc(-c2ccc(C)c(S(=O)(=O)NC(C)C)c2)c2ccccc12	-17	1	2	5	4.8	-4	-2	3	3	-0.3
CCNC(=O)CC1C(=O)N(c2ccc(OC)cc2)C(=O)N1CCOC (stereo not given)	-5	-4	3	4	0.6	-5	-1	6	-4	0.3
CN1CCN(CC2(O)CCN(S(=O)(=O)c3ccc(Cl)cc3)CC2)CC1	-3	-4	-1	-6	2.5	-6	-1	3	-2	0.3
COC(=O)c1ccn(CSc2c(F)c(F)cc(F)c2F)n1	-4	-3	-3	8	0.0	-2	2	5	0	-0.2
N#Cc1cc(N)ccc1Sc1ccccc1	3	4	6	4	4.1	-4	8	-25	2	-0.1
CC(=O)Nc1cccc(-c2ccnc3c2CC(C(=O)Nc2ccc4c(c2)OCO4)O3)c1 (stereo not given)	0	-3	-10	7	-2.4	7	-6	-2	1	0.0
CC(=O)c1cc(-c2ccccc2S(=O)(=O)NC(C)(C)C)c(=O)n2c1CCC2	.	-2	1	.	.	-7	1	2	2	-0.1
O=C(Nc1ccc(F)cc1)C(CCc1ccccc1)N1CCN(c2cccc(C(F)(F)F)n2)CC1 (stereo not given)	12	-1	-8	5	.	-2	0	13	6	-2.7
O=C(O)CN1CCN(CC(=O)O)CCN(CC(=O)O)CCN(CC(=O)O)CC1	-3	4	1	4	2.1	5	5	-7	2	-0.1
COC(=O)[C@]1(Cc2ccccc2)N[C@H](c2ccc(-c3ccc(F)cc3)cc2)[C@@H]2C(=O)N(C)C(=O)[C@@H]21	2	-7	-18	-8	-3.7	-1	2	1	6	0.3
O=C(OCc1ccccc1)N1CCCC1/C=C/CN1CCOCC1 (stereo not given)	-1	0	4	13	3.1	0	-1	-1	-8	0.4
c1ccc2[nH]c(NN=C3CCCCCC3)nc2c1	-11	0	9	6	7.2	-1	1	6	2	-0.6
O=c1c2ccccc2oc2cc(OCc3cccc(F)c3)cc(O)c12	-5	-5	-7	-3	0.5	-3	-9	-62	13	0.1
O=C(NC(Cc1c[nH]c2ccccc12)C(=O)O)c1ccccc1 (stereo not given)	-7	3	-6	9	-1.7	3	1	-3	1	-0.2
O=C1CCC/C=C\C[C@@H](CC(=O)N(CCO)Cc2ccccc2)C(=O)N[C@H](c2ccccc2)CO1	-8	1	-7	0	-0.1	-2	3	2	-9	0.6
O=C(CCN1C(=O)/C(=C\c2ccccc2)SC1=S)N1CCCCC1	0	-1	-3	2	0.6	-14	-10	-8	2	-0.1
CCc1nnc(NC(=O)c2ccc(S(=O)(=O)N(CCOC)CCOC)cc2)o1	-2	-3	1	-2	-1.4	4	2	-9	5	-0.3
COc1cccc(NC2SC(=O)N(c3ccccc3)C2=O)c1 (stereo not given)	-2	4	0	3	3.5	8	7	-7	4	0.1
CCOC(=O)C1CCN(C(=O)Cc2cccs2)CC1	-14	4	3	-12	-2.9	5	0	5	0	0.2
Cc1c(C=O)c2ccccc2n1CCOc1ccccc1	6	-9	-11	1	1.6	-6	-7	10	-2	-0.4
c1cncc(CNc2ccnc(-c3ccc4c(c3)OCO4)n2)c1	.	6	-7	.	.	2	2	-5	.	.
COc1ccc(NC(=S)N2CCN(S(C)(=O)=O)CC2)cc1	-1	-1	6	-10	1.1	6	1	-1	1	-0.2
Cn1c(Cl)cnc1C(O)c1ccccc1 (stereo not given)	-2	1	5	2	2.4	-4	-3	-9	-2	-0.3
COCCCNC(=O)C(=O)Nc1cc2c3c(c1)CCC(=O)N3CCC2	-6	3	2	-5	0.3	13	1	-6	-7	0.0
CCCn1c(C)cc(C(=O)COC(=O)c2ccc(Cl)c(S(=O)(=O)N3CCCC3)c2)c1C	4	3	-6	11	0.1	3	1	9	0	0.4
CCOP(=O)(OCC)C(Nc1ccccn1)c1ccccc1 (stereo not given)	-4	-4	-8	-3	2.4	0	-2	7	-4	0.0
O=C(c1ccc(C(F)(F)F)cc1)N(CCCn1ccnc1)C(c1ccccn1)c1nc2ccccc2[nH]1 (stereo not given)	-5	-3	-2	3	.	-1	3	-22	6	0.8
Cc1ccc(C(=O)Nc2c(C#N)c(C)c(C)n2Cc2ccccc2)cc1	-4	-4	-11	5	-0.1	5	-3	15	0	-0.5
O=C1CCC/C=C\C[C@H](CC(=O)N(CCO)Cc2ccccc2)C(=O)N2CCC[C@@H]2CO1	-2	5	3	6	-0.7	8	2	5	-4	-0.3
CC(=O)Nc1ccc(N/C=C/C(=O)c2ccccc2)cc1	-6	2	-4	12	5.0	-7	6	5	2	1.3
CSc1c(C#N)sc(=S)n1-c1ccc(C)cc1	-2	1	-5	0	1.2	-3	6	-14	-6	0.0
Cc1sc(-c2c(C#N)c(N)nc3c2CCCCCC3)cc1[N+](=O)[O-]	-5	-3	12	14	2.5	-3	-5	-2	3	-0.4
CCOC(=O)C1CC(c2ccccc2)=NN1c1ccccc1 (stereo not given)	2	4	6	7	1.1	-12	1	i	4	-74
COc1ccc(C(O)c2nc(-c3ccccc3)cs2)cc1 (stereo not given)	4	2	-10	0	-0.3	-10	2	0	1	0.4
CCn1c(SCC(=O)Nc2nncs2)nnc1C(C)NC(=O)c1ccccc1Br (stereo not given)	1	3	-1	6	4.3	9	0	2	1	-0.2
C/C(=N/NC(=O)CSc1nnc(SCc2ccc(C)cc2)s1)c1cccc(O)c1	.	-2	0	.	.	-4	-3	5	7	0.8
COC(=O)c1cccc(C#CC(NP(=O)(c2ccccc2)c2ccccc2)c2ccccc2)c1 (stereo not given)	6	-18	1	-7	-1.7	-8	-12	7	0	0.3
COc1ccc(C(=O)c2ccc(Cl)cc2)cc1	0	-1	7	-2	-1.4	7	0	-7	-3	-0.6
NC(=O)c1cc([N+](=O)[O-])ccc1Nc1ccccc1	7	-1	-4	14	1.6	4	1	7	1	-0.1
